Bioassay records from PubChem.
KB-3-1 tox: qHTS assay for MDR1-selective chemotherapeutics: Primary screen using the parental adenocarcinoma cell KB-3-1 | KB-3-1 viability, CellTiter-Glo ATP luminescence, 72 h | 400,000 compounds, 1.4% hits | Potency, µM (doses to about 46.1 µM), inactives show top-dose activity change, negative = cytotoxic, usual class: cytotoxic; further: potency means the concentration at half of the fitted maximal effect; on the % scale 0 is the no-effect control and ±100 the full control effect; nearly all actives have a fitted effect of over 60% in size
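Parental KB-3-1 adenocarcinoma cells in phenol-red-free DMEM with 10% FBS were pin-treated with compounds at several concentrations, incubated 72 h at 37 °C, and viability read by CellTiter-Glo luminescence; concentration-effect curves were fitted after normalization.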
HT1080-NT tox: qHTS for induction of synthetic lethality in tumor cells producing 2HG: qHTS for the HT-1080-NT fibrosarcoma cell line. HT-1080-NT fibrosarcoma viability, CellTiter-Glo ATP luminescence, 48 h. 360,000 compounds, 1.6% hits. AID 686970, 2013. Potency, µM (highest dose often 46.1 µM), for inactives: at the highest dose activity, negative = less viability, actives largely listed as cytotoxic;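 further: NT is the 2HG producing partner of a matched IDH1 knockdown line; potency means the concentration at half of the fitted maximal effect; 0% = DMSO-treated cells and -100% = media-only wells without cells; nearly all actives have a fitted effect of over 55% in size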
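Read-out is CellTiter-Glo luminescence after 10 minutes at room temperature, following 48 hours' compound treatment of HT-1080-NT cells (750 cells/well, RPMI, 5% FBS, 37 degrees C).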
HT1080 IDH1KD tx: qHTS for induction of synthetic lethality in tumor cells producing 2HG: qHTS for the HT-1080-IDH1KD cell line; Potency, µM (doses to about 46.1 µM), for inactives: top-dose activity, negative = toxicity, actives largely listed as cytotoxic; 360,000 compounds, 2% hits; HT-1080 IDH1 knockdown viability, ATP luminescence, 48 h;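 further: potency means the concentration at half of the fitted maximal effect; 0% = DMSO wells and -100% = cell-free medium wells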
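Viability of IDH1-knockdown HT-1080 fibrosarcoma cells was assessed by CellTiter-Glo after 48 h at 37 °C with titrated compound; concentration-effect curves were classified by fit quality and response size.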
ATXN2 expr inh: Primary qHTS for Inhibitors of ATXN expression; HEK-293 ATXN2-luciferase reporter, luminescence, 24 h; Potency, µM (doses to about 57 µM), for inactives: at the top dose activity change, negative = inhibition, usual class: inhibitors; 360,000 compounds, 0.72% hits; AID 1745845, 2022; further: potency means the concentration at half of the fitted maximal effect; on the % scale 0 is the no-effect control and ±100 the full control effect; nearly all actives have a fitted effect of over 55% in size
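ATXN2-luciferase reporter cells (luciferase flanked by upstream and downstream ATXN2 gene portions) were treated 24 h at 37 °C with compounds at up to 57 uM. SteadyGlo luminescence gave expression; GF-AFC fluorescence gave viability.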
IL-1B inflam inh: qHTS for Inhibitors of Inflammasome Signaling: IL-1-beta AlphaLISA Primary Screen | THP-1 LPS/ATP IL-1B secretion, AlphaLISA, 16 h; hits give low values | activity change, % at 57.5 µM | 360,000 compounds, 4.7% hits | AID 743279, 2014; in the data active means activity change below about -50%; inconclusive means mostly about -30% to -49%; further: on the % scale 0 is the no-effect control and ±100 the full control effect
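Secreted IL-1B measured by AlphaLISA bead assay after 16 h compound exposure of THP-1 cells; compounds (final up to 57.5 uM) added 1 h before LPS (250 ng/mL) and ATP (1.25 mM) stimulation; lower signal means less secretion.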
KB-V1 MDR tox: qHTS assay for MDR1-selective chemotherapeutics: Primary screen using the drug-selected MDR subline cells KB-V1. Potency, µM (doses to about 46.1 µM), without a hit: at the highest dose activity change, negative = cytotoxicity, hits mostly cytotoxic. KB-V1 MDR cells viability, CellTiter-Glo, 72 h. 400,000 compounds, 3.4% hits; further: potency means the concentration at half of the fitted maximal effect; on the % scale 0 is the no-effect control and ±100 the full control effect; nearly all actives have a fitted effect of over 60% in size
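KB-V1 MDR subline cells in DMEM (phenol-red free, 10% FBS) exposed to compounds in qHTS concentration series for 72 h at 37 degrees C. Viability read by CellTiter-Glo luminescence; concentration-effect curves fitted after normalization and correction.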
SW480 rereplic: A quantitative high throughput screen for small molecules that induce DNA re-replication in SW480 colon adenocarcinoma cells. SW480 DNA re-replication, Hoechst DNA content imaging, 48 h. Potency, µM (doses to about 46.1 µM), inactives show top-dose re-replication activation, usual class: activators. 340,000 compounds, 1.8% hits. AID 624297, 2012; further: potency means the concentration at half of the fitted maximal effect; % of control where 0% means no effect; nearly all actives have a fitted effect of over 55% in size
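Compounds, transferred as 23 nL by pin tool, were incubated with cells for 48 hr; DNA content per nucleus was then quantified by Hoechst staining and fluorescence plate imaging.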
WRN helicase inh: qHTS for Inhibitors of WRN Helicase. WRN helicase unwinding, fluorescent forked duplex, kinetic. Potency, µM (top dose mostly 114 µM), inactives show at the highest dose activity change, negative = inhibition, actives largely listed as inhibitors. Bifunctional 3'-5' exonuclease/ATP-dependent helicase WRN (Homo sapiens), Q14191. 360,000 compounds, 0.46% hits. AID 651768, 2012; further: potency means the concentration at half of the fitted maximal effect; on the % scale 0 is the no-effect control and ±100 the full control effect; nearly all actives have a fitted effect of over 55% in size
Target sequence (Q14191 whole entry, looked up): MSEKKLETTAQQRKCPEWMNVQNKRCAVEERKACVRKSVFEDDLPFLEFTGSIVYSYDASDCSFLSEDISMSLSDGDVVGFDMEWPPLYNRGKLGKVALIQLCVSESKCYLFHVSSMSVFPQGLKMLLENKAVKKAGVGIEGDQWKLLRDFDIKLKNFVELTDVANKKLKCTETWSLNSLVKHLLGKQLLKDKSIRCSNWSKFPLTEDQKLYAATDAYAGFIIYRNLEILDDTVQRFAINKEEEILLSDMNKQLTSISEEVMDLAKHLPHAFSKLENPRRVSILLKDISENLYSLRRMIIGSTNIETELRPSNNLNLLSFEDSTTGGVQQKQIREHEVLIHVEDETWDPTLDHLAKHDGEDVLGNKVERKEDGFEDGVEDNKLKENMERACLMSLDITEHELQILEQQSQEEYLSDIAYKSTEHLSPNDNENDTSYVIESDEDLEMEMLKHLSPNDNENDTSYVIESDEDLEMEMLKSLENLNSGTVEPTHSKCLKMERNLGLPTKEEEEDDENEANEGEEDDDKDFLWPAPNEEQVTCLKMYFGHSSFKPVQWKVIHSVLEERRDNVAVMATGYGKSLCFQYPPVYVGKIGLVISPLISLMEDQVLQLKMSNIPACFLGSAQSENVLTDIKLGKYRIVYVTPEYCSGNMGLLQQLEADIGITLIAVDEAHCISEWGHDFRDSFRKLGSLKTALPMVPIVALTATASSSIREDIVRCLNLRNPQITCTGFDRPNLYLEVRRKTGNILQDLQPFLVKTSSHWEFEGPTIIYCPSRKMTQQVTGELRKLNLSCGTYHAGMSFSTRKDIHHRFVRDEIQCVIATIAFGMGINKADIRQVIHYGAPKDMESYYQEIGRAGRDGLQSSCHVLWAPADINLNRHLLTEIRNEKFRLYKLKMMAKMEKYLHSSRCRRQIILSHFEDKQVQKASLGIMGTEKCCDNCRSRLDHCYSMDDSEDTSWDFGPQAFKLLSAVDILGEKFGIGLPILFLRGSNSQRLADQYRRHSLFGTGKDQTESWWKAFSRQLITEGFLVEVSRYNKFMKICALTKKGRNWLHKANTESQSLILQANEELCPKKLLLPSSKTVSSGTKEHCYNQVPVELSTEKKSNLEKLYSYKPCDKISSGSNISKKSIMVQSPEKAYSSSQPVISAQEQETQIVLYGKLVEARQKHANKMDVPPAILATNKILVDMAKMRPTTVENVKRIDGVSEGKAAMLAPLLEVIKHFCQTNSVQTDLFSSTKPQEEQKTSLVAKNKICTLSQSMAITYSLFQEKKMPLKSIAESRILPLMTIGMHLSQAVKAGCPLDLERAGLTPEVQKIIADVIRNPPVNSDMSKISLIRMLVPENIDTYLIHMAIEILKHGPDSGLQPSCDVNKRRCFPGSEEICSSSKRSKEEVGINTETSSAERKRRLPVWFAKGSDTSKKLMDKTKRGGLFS
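Enzyme (20 nM final) and test compound sit together 15 min at room temperature before substrate addition. Substrate is a single-forked duplex oligonucleotide (100 nM) labelled with fluorophore and quencher, with 2 mM ATP; helicase unwinding raises red fluorescence, read kinetically.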
MCF10A rerep: A quantitative high throughput screen for small molecules that induce DNA re-replication in MCF 10a normal breast cells; MCF 10A DNA re-replication, Hoechst nuclear intensity, 48 h; Potency, µM (titrated, usually from 46.1 µM), inactives show at the highest dose activity, positive = re-replication, usual class: activators; 350,000 compounds, 2.9% hits; further: potency means the concentration at half of the fitted maximal effect; % of control where 0% means no effect; nearly all actives have a fitted effect of over 50% in size
Active calls of the source: *; ? = inconclusive; / = not tested or not shown; & = joins results of further samples; [ ] = remark or other dose. Unless noted, the call rests on the fitted dose curve; in most records, active means well fitted curve in the direction sought with a large enough effect; inconclusive means small, poorly fitted or top-dose-only effect, or another doubt; inactive means no such curve, though single readings can be large; an effect the other way counts as inactive or inconclusive. Rows were taken by chance; about 12% have a hit in one of these screens.

smiles	KB-3-1 tox	ATXN2 expr inh	MCF10A rerep	IL-1B inflam inh	WRN helicase inh	HT1080 IDH1KD tx	HT1080-NT tox	SW480 rereplic	KB-V1 MDR tox
CC(=O)Nc1ccc(S(=O)(=O)NC2(C(F)(F)F)C(=O)Nc3c2c(=O)[nH]c(=O)n3Cc2cccnc2)cc1 (configuration not stated)	3%	-15%[11.3 µM]	-2%	11	-19%	?	14%	-3%	18%
COC(=O)[C@@]1(Cc2ccccc2)[C@@H]2C(=CC(=O)[C@H]2CC(=O)C(=O)N(C)C)CN1C(=O)c1ccccc1	21µM*	28µM*	26µM*	-105*	-11%	21µM*	16µM*	?	-29%
CCCCCCOc1ccc(/C=N/NC(=O)C2CC2)cc1	6%	-4%	18%	-20	7%	4%	17%	-15%	0%
CCc1cc(CNC(=O)CCc2nnc(Cc3cccc(C)c3)o2)on1	14%	24%	-7%	4	-7%	10%	5%	11%	-6%
CCCN(CC(=O)Nc1ccccc1OC)C(=O)Cc1ccc2c(c1)CCC2	-17%	-17%	-3%	1	3%	0%	-4%	-13%	?
CCOC(=O)N1CCN(CC(O)COc2ccc(C(C)C)c(C)c2)CC1 (configuration not stated)	-2%	/	4%	3	-1%	10%	2%	14%	11%
COC(=O)c1cc(O)cc(OC)c1Oc1cc(C)cc(O)c1C(=O)O	?	?	?	?	20µM*	?	23µM*	?	5%
CC1CC(C)CN(CCOc2ccc(Br)cc2)C1 (configuration not stated)	0%	-11%	?	10	2%	2%	5%	-5%	?
Cc1cc(N)n2ncc(-c3ccc(Cl)cc3)c2n1	18µM*	74%[activator]	?	-14	-23%	?	?	6%	?
O=C(Cn1cncn1)N1CCN(c2ccc(F)cc2)CC1	7%	8%	14%	7	4%	13%	8%	-1%	14%
O=C(Nc1ncc([N+](=O)[O-])s1)c1ccco1	-63%	-24%	0%	7	0%	-21%	-28%	-7%	?
COCCN(C(=O)CSc1nc2ccc(OC)cc2[nH]1)c1c(N)n(Cc2ccccc2)c(=O)[nH]c1=O	-1%	6%	0%	10	-3%	2%	2%	6%	15%

Next part.
smiles	KB-3-1 tox	ATXN2 expr inh	MCF10A rerep	IL-1B inflam inh	WRN helicase inh	HT1080 IDH1KD tx	HT1080-NT tox	SW480 rereplic	KB-V1 MDR tox
COCCNC(=O)CCCCCNS(=O)(=O)c1ccc(C)cc1	-4%	0%	5%	8	7%	4%	2%	3%	?
COc1ccc(CN(Cc2cccn2C)S(=O)(=O)c2cccc(C(F)(F)F)c2)cc1	-1%	-2%	-16%	4	3%	-1%	-3%	-9%	5%
CCOC(=O)c1c(NC(=O)NC(C)(C)C)sc2c1CCN(C)C2	15%	-6%	12%	-4	-7%	6%	3%	-10%[9.22 µM]	12%
CCOC(=O)C1=C(c2ccccc2)NC(=S)NC1C (configuration not stated)	9%	-5%	6%	-1	-1%	9%	1%	-2%	5%
COc1ccc(NC(=O)CN2C(=O)COc3ccc(S(=O)(=O)N4CCOCC4)cc32)cc1	-14%&-2%	6%&7%	2%	?	1%	-1%	-9%	1%	?
CC(=O)c1ccc(NC(=O)C2CCCN2S(=O)(=O)c2ccc(F)cc2)cc1 (configuration not stated)	8%	2%	10%	-18	1%	15%	18%	-6%	0%
CCCCc1nnc(NC(=O)c2ccc(-n3cncn3)c([N+](=O)[O-])c2)s1	-12%	5%	-21%	16	-1%	-14%	-29%	10%	-11%
CC(=O)Oc1ccc2oc(C)c(C(=O)N3CCOCC3)c2c1	3%	-5%	0%	6	2%[57.1 µM]	1%[9.24 µM]	1%	0%	1%
Cc1cc(C)c(C)c(S(=O)(=O)NCc2ccc(C(=O)N3CCN(C)CC3)cc2)c1C	5%	5%	19%	18	6%	-15%	3%	1%	-27%
COc1ccc(OCc2nnc(SCC(=O)c3ccccc3)o2)cc1	-14%	2%	?	31	3%	-14%	-15%	?	-7%
CC(C)NC(=O)C1CCN(c2ccc(S(=O)(=O)N3CCOCC3)cc2Cl)CC1	-8%	-11%	8%	26	-3%	-7%	-3%	7%	-3%
COc1ccc(-c2csc(NC(CO)c3nc4ccccc4n3Cc3ccc(C)cc3)n2)cc1 (configuration not stated)	?	-7%	?	-22	-31%	-7%	?	?	-3%

Continued.
smiles	KB-3-1 tox	ATXN2 expr inh	MCF10A rerep	IL-1B inflam inh	WRN helicase inh	HT1080 IDH1KD tx	HT1080-NT tox	SW480 rereplic	KB-V1 MDR tox
O=C(CCN1CCOCC1)NNC(=S)NC(=O)c1ccc(Br)cc1	?	-26%	-2%	4	-3%	-5%	-13%	10%	-28%
CCOCC(=O)N1CCN(c2cccc(Cl)c2)CC1	0%	-35%	-3%	-5	8%[57.1 µM]	9%	6%	-2%	3%
O=C(Nc1ccccc1)ON=C1CCCC1	0%	35%	-2%	10	1%	21%	6%	-2%	-29%
Cc1cccc(C(=O)NC(=S)NNC(=O)c2cccs2)c1	0%	?	4%	0	-16%	?	-27%	/	?
CC1=Nc2cc(C(=O)O)ccc2Sc2c(C)ccc(C)c21	-11%	-5%	17%	-3	12%	-27%	-4%	-2%	-16%
O=C(C1CCCO1)N1CCN(C(=S)Nc2cccc(F)c2)CC1 (configuration not stated)	/	8%	17%	-3	5%	12%	12%	-2%	/
CCCCC(CC)C(=O)Nc1ccccc1C#N (configuration not stated)	-3%	-8%	-1%	-5	7%	-3%	-14%	0%	-25%
COc1cccc(CC(=O)OCC(=O)NCc2ccc3c(c2)OCO3)c1	-3%	1%	-11%	-22	12%	-5%	-2%	8%	-25%
CC(C)NC(=O)C1(C)CCN1C(=O)c1ccc2c(c1)OCO2 (configuration not stated)	0%	5%	/	16	3%	12%	16%	/	3%
CCN(C(=O)CN1C(=O)c2ccc([N+](=O)[O-])cc2C1=O)C1CCCCC1	24%	4%	16%	9	-5%	-2%	1%	-6%	19%
O=C(CCCOc1ccccc1)Nc1ncccn1	?	30%	-2%	16	-28%	16%	1%	0%	17%
CC(=O)c1cccc(NC(=O)C(C)OC(=O)CCC2CCCCC2)c1 (configuration not stated)	4%	-1%	7%	10	-9%	0%	0%	1%	28%

Additional records:
smiles	KB-3-1 tox	ATXN2 expr inh	MCF10A rerep	IL-1B inflam inh	WRN helicase inh	HT1080 IDH1KD tx	HT1080-NT tox	SW480 rereplic	KB-V1 MDR tox
Cc1ccc2[nH]c(=O)c(CN(Cc3cccs3)S(=O)(=O)c3ccc4c(c3)OCCO4)cc2c1	-11%	0%	-1%	12	-20%	1%	-5%	-13%	-12%
COc1ccc(C(=O)NC2CCCc3ccccc32)cc1S(=O)(=O)N1CCOCC1 (configuration not stated)	3%	-11%	20%	1	-9%	3%	10%	10µM*	?
O=C(COc1ccc([N+](=O)[O-])cc1)Nc1ccc(C(=O)NCc2cccnc2)cc1	3%	/	5%	12	3%	8%	15%	-5%	19%
CCc1ccc(OCC(=O)NNC(=O)c2cc(S(=O)(=O)N3CCOCC3)ccc2N2CCCC2)cc1	-4%	-18%	5%	-21	-5%	-2%	-4%	-6%	?
CCN(C[C@H]1N[C@@](Cc2ccccc2)(C(=O)OC)[C@H]2C(=O)N(C)C(=O)[C@@H]12)C(=O)Nc1ccc(Cl)cc1	8%	-13%	-3%	-3	1%	-9%	-2%	?	9%
Cc1cc(C(=O)Nc2sc(C)c(C)c2C#N)c(C)o1	-2%	7%	-3%	-12	-11%	1%	-2%[9.24 µM]	2%	1%
NC1=NC(=O)NC1(c1ccccc1)c1ccccc1	13%	-1%	0%	73	-23%	1%	10%	-1%	1%
CCOC(=O)C1=C(O)/C(=C\c2cc(C)n(-c3ccccc3F)c2C)N=C1C	-2%	0%	10%	5	-25%	-3%	1%	0%	18%
NNc1nc(-c2ccccc2)nc2sc3c(c12)CCCC3	-7%	0%	22%	-15	-22%	-11%	-18%	-17%	?
CC(C)(C)NC(=O)COc1coc(CN2CCN(Cc3ccccc3)CC2)cc1=O	2%	5%	20%	22	-2%	19%	-1%	1%	5%
CCc1ccc(-c2cc(C(=O)NN3CCOCC3)c3ccccc3n2)s1	-1%	-15%	17%	?	0%	2%	-4%	9%	-9%
O=C(Nc1ccc(F)c(Cl)c1)c1cc(C2CCCN(C(=O)c3cccs3)C2)on1 (configuration not stated)	0%	-16%	/	-12	-6%	-22%	-15%	/	2%

Other entries.
smiles	KB-3-1 tox	ATXN2 expr inh	MCF10A rerep	IL-1B inflam inh	WRN helicase inh	HT1080 IDH1KD tx	HT1080-NT tox	SW480 rereplic	KB-V1 MDR tox
CCOC(=O)C1(CCOc2ccccc2)CCN(Cc2ccc(NC(C)=O)cc2)CC1	-14%	-24%	9%	?	-4%	-13%	-19%	?	?
COc1cccc(-c2cnc(C(O)c3cccc(OC)c3)[nH]2)c1 (configuration not stated)	4%	9%	/	0	3%[57.1 µM]	0%	6%	/	?
COC(=O)C[C@H]1c2ccccc2S(=O)(=O)N1C(C)C	5%&7%	-3%	20%	0	-19%	8%	13%	-5%	6%&6%
COc1cc(C(C(=O)NC2CCCC2)N(Cc2ccco2)C(=O)c2snc(C(N)=O)c2N)cc(OC)c1OC (configuration not stated)	3%	-11%	-6%	16	6%	12%	15%	-1%	?
O=C(NCc1ccccn1)Nc1cccc(Cl)c1	5%	48%[activator]	-1%	-6	-7%[57.1 µM]	7%[9.24 µM]	-1%	1%	2%
